LRH-1 inv ag = NR5A2 inverse agonism in reporter assay | HEK293T StAR-luciferase reporter, LRH-1 transfected, 24 h | inhibition, % at 3.6 µM | 0.13% of 360,000 active | AID 602396;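 active means inhibition above the mean inhibition of all tested compounds plus 3 SD, cut at about 73% in these data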;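 further: 0% = DMSO wells and 100% = reporter-only cells lacking LRH-1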
Vif inh = inhibitors of HIV Vif | 0.35% of 340,000 active | inhibition, % at 7.49 µM | HEK293T cells, Vif self-association by quenched fluorescence, imaging, 24 h; in the data active means inhibition above about 50%, passing the limit was not always enough; further: some results filed as inactive read as strong as hits
NCOA3 inh = inhibits human SRC3 coactivator; AID 588352; 0.17% of 360,000 active; HEK293 GAL4-SRC3 luciferase reporter, luminescence; Q9Y6Q9; inhibition, % at 3.6 µM;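 active means inhibition above a per-campaign cutoff, the mean of all compounds plus 3 SD, cut at about 60% in these data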;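 further: 0% = DMSO-treated cells and 100% = gossypol-treated cells at 36 µM; higher means less SRC3-driven luciferase light from the GAL4 reporter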
TROY NFkB inh = inhibitors of TROY-dependent NF-kB signaling | Q293 LMP1-TROYcd NF-kB luciferase reporter, 4 h | inhibition, % at 10 µM | 0.98% of 360,000 active | AID 1347056;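 active means compounds whose plate-normalised and pattern-corrected inhibition of the luciferase reporter signal at the single screening dose is 50% or more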
C8 TRAIL sens = caspase-8 TRAIL sensitization. NB7+C8 cells + TRAIL, ATPlite viability luminescence. 1% of 360,000 active. inhibition (viability loss, TRAIL sensitization), % at 10 µM;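 active means compounds causing at least 50% loss of cell viability in the single-dose screen, relative to plate controls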
LMP1 NFkB inh = inhibitors of Epstein-Barr LMP1-induced NF-kappaB reporter; 0.69% of 350,000 active; AID 504558; inhibition, % at 12.5 µM; LMP1-induced NF-kappaB luciferase reporter cells, luminescence; in the data active means inhibition above about 41%;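 further: 0% = neutral control wells and 100% = reference inhibitor control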
TLR9-MyD88 inh = blocks human TLR9 binding to MyD88. Q9NR96+Q99836. CHO BLA complementation TLR9-MyD88, CCF4 FRET ratio. inhibition, % at 4.98 µM. 0.21% of 340,000 active. AID 504734;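 active means inhibition above the mean over all tested compounds plus 3 SD, cut at about 21% in these data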;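 further: 0% = DMSO only wells and 100% = clavulanate BLA inhibitor control wells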
NCOA2 inhibitor = human SRC2 (NCOA2) inhibition; 0.17% of 370,000 active; AID 651957; Q15596; inhibition, % at 9 µM; HEK293 GAL4-SRC2 luciferase reporter, luminescence;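 active means inhibition above the mean inhibition of all tested compounds plus 3 SD, set per campaign, cut at about 52% in these data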;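 further: 0% = DMSO treated cells and 100% = cells given Gossypol at 36 µM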
NR2F2 inh = blocks human COUP-TFII nuclear receptor | HEK293T NGFI-A luciferase reporter, luminescence | 0.7% of 370,000 active | AID 686940 | inhibition, % at 8.6 µM;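 active means inhibition above a per-plate cutoff, mean inhibition of test wells between control levels plus 3 SD, cut at about 38% in these data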;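 further: cells cotransfected with COUP-TFII expression vector driving the NGFI-A reporter; 0% = median of COUP-TF2 test wells and 100% = reporter-only cells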
SRC1 inh = human NCOA1 inhibition; HEK293 GAL4-SRC1 luciferase reporter, luminescence; inhibition, % at 3.6 µM; 0.12% of 360,000 active; AID 588354;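 active means inhibition above the campaign mean plus 3 SD, with each screening campaign given its own cutoff, cut at about 60% in these data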;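 further: 0% = DMSO treated cells and 100% = gossypol at 36 µM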
NOD2 RIPK2 PPI = NOD2-RIPK2 protein interaction inhibition. 0.38% of 360,000 active. CHO BLA complementation NOD2-RIPK2, CCF4 ratio. O43353. inhibition, % at 4.98 µM; in the data active means inhibition above about 21%;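 further: 0% = vehicle only and 100% = reference blocker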
* hit, by the source's call. Not all compounds are listed, so the mix of outcomes need not match the whole.

`CCOc1ccc(C(=O)OC(C)CN2CCN(C)CC2)cc1` (stereo unspecified) gave LRH-1 inv ag 13, Vif inh -3, NCOA3 inh 6, TROY NFkB inh -7, C8 TRAIL sens 9, LMP1 NFkB inh 18, TLR9-MyD88 inh -5, NCOA2 inhibitor 10, NR2F2 inh -4, SRC1 inh 3 and NOD2 RIPK2 PPI 0.
For CCOC(=O)C1CCN(S(=O)(=O)c2ccc3c4c2CC(=O)N4CC(C)S3)CC1 (stereo unspecified) the results were LRH-1 inv ag 16, Vif inh 0, NCOA3 inh 6, TROY NFkB inh 10, C8 TRAIL sens 0, LMP1 NFkB inh 6, TLR9-MyD88 inh 2, NCOA2 inhibitor 13, NR2F2 inh 2, SRC1 inh -2 and NOD2 RIPK2 PPI -14.
For CC(C)C(NC(=O)OCc1ccccc1)C(=O)NC1CCCCC1 (stereo unspecified) the results were LRH-1 inv ag 12, Vif inh 14, NCOA3 inh 18, TROY NFkB inh -6, C8 TRAIL sens -6, LMP1 NFkB inh 2, TLR9-MyD88 inh -3, NCOA2 inhibitor -3, NR2F2 inh -31, SRC1 inh -41 and NOD2 RIPK2 PPI 4.
Screening CCOc1nnc(C)c2c(C)n(-c3ccc(Cl)cc3)nc12 returned LRH-1 inv ag 11, Vif inh -5, NCOA3 inh 2, TROY NFkB inh 9, C8 TRAIL sens -12, LMP1 NFkB inh 0, TLR9-MyD88 inh -3, NCOA2 inhibitor -18, NR2F2 inh 4, SRC1 inh -5 and NOD2 RIPK2 PPI -2.
For COc1ccc2oc(=O)c(C(=O)N3CCN(C(=O)c4ccccc4)CC3)cc2c1 the results were LRH-1 inv ag -26, Vif inh -1, NCOA3 inh -15, TROY NFkB inh 21, C8 TRAIL sens 5, LMP1 NFkB inh -2, TLR9-MyD88 inh -3, NCOA2 inhibitor -18, NR2F2 inh -28, SRC1 inh 2 and NOD2 RIPK2 PPI -2.
Screening CCOc1ccc(S(=O)(=O)N2CCC(C(=O)NCc3ccco3)CC2)cc1C returned LRH-1 inv ag 4, Vif inh 14, NCOA3 inh -8, TROY NFkB inh 9, C8 TRAIL sens 4, LMP1 NFkB inh -3, TLR9-MyD88 inh -3, NCOA2 inhibitor 1, NR2F2 inh -6, SRC1 inh 4 and NOD2 RIPK2 PPI 3.
For CN(C)CCCNS(=O)(=O)c1ccc(N2CCN(Cc3ccc4c(c3)OCO4)CC2)c([N+](=O)[O-])c1 the results were LRH-1 inv ag 7, Vif inh 16, NCOA3 inh 12, TROY NFkB inh 27, C8 TRAIL sens 11, LMP1 NFkB inh 0, TLR9-MyD88 inh 1, NCOA2 inhibitor 9, NR2F2 inh 40*, SRC1 inh 0 and NOD2 RIPK2 PPI -1.
`CCOC(=O)c1ccc(NC(=O)CSc2nnc(CNc3ccc(C)cc3)n2C)cc1` gave LRH-1 inv ag 0, Vif inh 3, NCOA3 inh -1, TROY NFkB inh -19, C8 TRAIL sens 38, LMP1 NFkB inh -4, TLR9-MyD88 inh 11, NCOA2 inhibitor 7, NR2F2 inh -6, SRC1 inh -20 and NOD2 RIPK2 PPI -4.
`COCCCN(C(=O)c1ccco1)c1nc(-c2ccc(OC)cc2)cs1` gave LRH-1 inv ag -26, Vif inh 0, NCOA3 inh 8, TROY NFkB inh -23, C8 TRAIL sens 9, LMP1 NFkB inh 8, TLR9-MyD88 inh -11, NCOA2 inhibitor 15, NR2F2 inh 6, SRC1 inh -1 and NOD2 RIPK2 PPI 10.
Screening Cc1ccc(S(=O)(=O)N2CCC[C@H]2C(=O)OCC(=O)N2c3ccccc3NC(=O)C2(C)C)cc1 returned LRH-1 inv ag -21, Vif inh -7, NCOA3 inh 2, TROY NFkB inh 2, C8 TRAIL sens 13, LMP1 NFkB inh 4, TLR9-MyD88 inh 4, NCOA2 inhibitor 18, NR2F2 inh -11, SRC1 inh 1 and NOD2 RIPK2 PPI 4.
COc1ccc(NC(=O)c2oc3ccccc3c2NC(=O)C2CC2)cc1OC was read as LRH-1 inv ag 18, Vif inh -6, NCOA3 inh 20, TROY NFkB inh 7, C8 TRAIL sens 2, LMP1 NFkB inh -2, TLR9-MyD88 inh 3, NCOA2 inhibitor -11, NR2F2 inh -3, SRC1 inh 8 and NOD2 RIPK2 PPI -11.
For CC(C)c1nc2c(c(=O)n(C)c(=O)n2C)n1C the results were LRH-1 inv ag -13, Vif inh -2, NCOA3 inh -26, TROY NFkB inh -3, C8 TRAIL sens 6, LMP1 NFkB inh -6, TLR9-MyD88 inh 6, NCOA2 inhibitor -8, NR2F2 inh -15, SRC1 inh 2 and NOD2 RIPK2 PPI -7.
Screening CC1(C)CC(=O)C2=C(C1)OC(c1cccs1)C(C#N)=C2N (stereo unspecified) returned LRH-1 inv ag -4, Vif inh 4, NCOA3 inh -2, TROY NFkB inh -5, C8 TRAIL sens 3, LMP1 NFkB inh 2, TLR9-MyD88 inh -5, NCOA2 inhibitor 0, NR2F2 inh -5, SRC1 inh -3 and NOD2 RIPK2 PPI -133.
For O=C(COC(=O)CCc1nc2ccccc2c(=O)[nH]1)Nc1ccc(N2CCOCC2)cc1 the results were LRH-1 inv ag -5, Vif inh -3, NCOA3 inh -17, TROY NFkB inh -2, C8 TRAIL sens 8, LMP1 NFkB inh -9, TLR9-MyD88 inh -1, NCOA2 inhibitor -14, NR2F2 inh -17, SRC1 inh -5 and NOD2 RIPK2 PPI 1.
For O=C(NCc1ccco1)N1c2ccccc2Sc2ccccc21 the results were LRH-1 inv ag -23, NCOA3 inh -9, TROY NFkB inh -34, C8 TRAIL sens 4, LMP1 NFkB inh -21, TLR9-MyD88 inh 7, NCOA2 inhibitor 9, NR2F2 inh -1, SRC1 inh -14 and NOD2 RIPK2 PPI -8.
`COC(=O)C1=C(C)NC(C)=C(C(=O)OC)C1c1ccccn1` gave LRH-1 inv ag 7, Vif inh 5, NCOA3 inh 1, TROY NFkB inh 2, C8 TRAIL sens -24, LMP1 NFkB inh 6, TLR9-MyD88 inh 4, NCOA2 inhibitor -15, NR2F2 inh 0, SRC1 inh -22 and NOD2 RIPK2 PPI 0.
Cc1ccc(S(=O)(=O)N2CCN(c3nn(C)c(=O)n(C)c3=O)CC2)cc1C was read as LRH-1 inv ag 21, Vif inh 3, NCOA3 inh -7, TROY NFkB inh -4, C8 TRAIL sens 25, LMP1 NFkB inh 5, TLR9-MyD88 inh -1, NCOA2 inhibitor 16, NR2F2 inh 21, SRC1 inh 19 and NOD2 RIPK2 PPI 0.
For COc1ccc(NC(=O)c2c(C(F)(F)F)nn(C)c2SCc2ccccc2)cc1 the results were LRH-1 inv ag -11, Vif inh -1, NCOA3 inh -4, TROY NFkB inh -36, C8 TRAIL sens -8, LMP1 NFkB inh -4, TLR9-MyD88 inh -11, NCOA2 inhibitor -7, NR2F2 inh 4, SRC1 inh -43 and NOD2 RIPK2 PPI 11.
For Cc1[nH]c2ccccc2c1/C=N/NC(=O)C1CC1(c1ccccc1)c1ccccc1 (stereo unspecified) the results were LRH-1 inv ag -22, Vif inh -1, NCOA3 inh 4, TROY NFkB inh 24, C8 TRAIL sens 8, LMP1 NFkB inh -26, TLR9-MyD88 inh 10, NCOA2 inhibitor -5, NR2F2 inh 1, SRC1 inh 4 and NOD2 RIPK2 PPI 0.
`N#Cc1c(-c2ccccc2)nc(SCC(=O)Nc2ccccc2F)[nH]c1=O` gave LRH-1 inv ag 3, Vif inh 1, NCOA3 inh 13, TROY NFkB inh 20, C8 TRAIL sens 4, LMP1 NFkB inh 1, TLR9-MyD88 inh 1, NCOA2 inhibitor 7, NR2F2 inh -4, SRC1 inh 2 and NOD2 RIPK2 PPI -3.
O=C1NC(CCc2ccccc2)C(=O)N1CCOc1ccccc1 (stereo unspecified) was read as LRH-1 inv ag 2, Vif inh -2, NCOA3 inh 17, TROY NFkB inh 12, C8 TRAIL sens -12, LMP1 NFkB inh -8, TLR9-MyD88 inh 3, NCOA2 inhibitor -23, NR2F2 inh 4, SRC1 inh 9 and NOD2 RIPK2 PPI -1.
Cc1nn(-c2ccccc2)c(N2CCCCC2)c1/C=N/O was read as LRH-1 inv ag 23, Vif inh -4, NCOA3 inh 6, TROY NFkB inh 0, C8 TRAIL sens -2, LMP1 NFkB inh -9, TLR9-MyD88 inh 7, NCOA2 inhibitor 13, NR2F2 inh 16, SRC1 inh 7 and NOD2 RIPK2 PPI 12.
`COc1ccccc1CN1CC(C(=O)NCc2cnn(C)c2)CCC1=O` (stereo unspecified) gave LRH-1 inv ag 9, Vif inh -14, NCOA3 inh -3, TROY NFkB inh -4, C8 TRAIL sens -2, LMP1 NFkB inh -7, TLR9-MyD88 inh 2, NCOA2 inhibitor -1, NR2F2 inh 18, SRC1 inh -7 and NOD2 RIPK2 PPI -10.
Screening CCC1(C)Cc2ccccc2/C(=C/C(=O)N2CCCCC2)N1 (stereo unspecified) returned LRH-1 inv ag 13, Vif inh -1, NCOA3 inh -9, TROY NFkB inh 6, C8 TRAIL sens 1, LMP1 NFkB inh -5, TLR9-MyD88 inh -9, NCOA2 inhibitor -20, NR2F2 inh 4, SRC1 inh -14 and NOD2 RIPK2 PPI 3.
`O=C(CN1CCC(n2nnc3cc(F)ccc32)CC1)N1CCc2ccccc2C1` gave LRH-1 inv ag 3, Vif inh 11, NCOA3 inh 17, TROY NFkB inh 10, C8 TRAIL sens 8, LMP1 NFkB inh 7, TLR9-MyD88 inh -1, NCOA2 inhibitor -11, NR2F2 inh -13, SRC1 inh 12 and NOD2 RIPK2 PPI -14.
CCOc1ccc(NC(=S)N2CCCN(Cc3cccc(Cl)c3)C2)cc1 was read as LRH-1 inv ag -10, Vif inh -6, NCOA3 inh 12, TROY NFkB inh 15, C8 TRAIL sens 8, LMP1 NFkB inh -14, TLR9-MyD88 inh 0, NCOA2 inhibitor 11, NR2F2 inh -16, SRC1 inh -28 and NOD2 RIPK2 PPI -11.
Screening O=C(OC1Cn2c(=O)ccc(=O)n2C1)c1ccc([N+](=O)[O-])cc1 returned LRH-1 inv ag 10, Vif inh 1, NCOA3 inh 11, TROY NFkB inh -7, C8 TRAIL sens -4, LMP1 NFkB inh 2, TLR9-MyD88 inh 1, NCOA2 inhibitor -3, NR2F2 inh -13, SRC1 inh 7 and NOD2 RIPK2 PPI -4.
Cc1ccccc1S(=O)(=O)Nc1nc2ccccc2nc1NCCO was read as LRH-1 inv ag -38, Vif inh 52*, NCOA3 inh -31, TROY NFkB inh -57, C8 TRAIL sens -26, LMP1 NFkB inh 2, TLR9-MyD88 inh 2, NCOA2 inhibitor -19, NR2F2 inh 8, SRC1 inh -46 and NOD2 RIPK2 PPI -8.
For CC(C)NC(=O)COC(=O)c1cc(F)c(F)cc1Cl the results were LRH-1 inv ag -5, NCOA3 inh 2, TROY NFkB inh 4, C8 TRAIL sens 0, LMP1 NFkB inh -3, TLR9-MyD88 inh -4, NCOA2 inhibitor 1, NR2F2 inh -7, SRC1 inh 1 and NOD2 RIPK2 PPI -8.
`O=S(=O)(c1cc(Cl)ccc1Br)N1CCOCC1` gave LRH-1 inv ag 1, Vif inh 2, NCOA3 inh 1, TROY NFkB inh -6, C8 TRAIL sens -9, LMP1 NFkB inh -8, TLR9-MyD88 inh 16, NCOA2 inhibitor 8, NR2F2 inh 7, SRC1 inh 1 and NOD2 RIPK2 PPI 6.
